Hep lipid drop = inhibitors of hepatocyte lipid droplet formation, primary screen, imaging, high-throughput imaging, BODIPY stain; inhibition, % at 6.5 µM; AML12 mouse hepatocytes, oleate lipid droplets; actives 0.4% (n = 240,000);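 active means lipid droplet intensity inhibited by at least 50%, with more than 500 cells counted; inconclusive means wells with under 300 cells, treated as cytotoxic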
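Material: mouse AML12 hepatocyte cell line, fixed after treatment; Timing: compound with oleate, overnight; Technique: high-content imaging of BODIPY-stained droplets and DAPI nuclei; Probe or stimulus: oleate, 100 µM final; Dosing: compound at 6.5 µM only.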
Dynein transport = inhibitors of GR-EGFP nuclear translocation, primary screen, dynein cargo transport inhibitor project, imaging, high-content, 3617.4 mouse cells | test concentration mostly 20 µM; stimulated with dexamethasone, 1 µM; hits give low values | z-score, hits read low | actives 0.47% (n = 220,000) | AID 1381, 2008;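 active means plate z-score of nuclear minus cytoplasmic receptor signal below a set negative limit, without overly bright fluorescence or cell loss, cut at about -3.5 in these data, passing the limit was not always enough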;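 further: z-score of nuclear minus cytoplasmic ring GR-EGFP intensity difference per well; some compounds called inactive have numbers as strong as hits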
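Buffer or medium: tet-free medium with charcoal-stripped serum / Also added: dexamethasone agonist, 1.0 µM final, for 30 min / Timing: induction 48 h, compound 1 h, agonist 30 min / Measured by: high-content fluorescence imaging after fixation / Read-out: nuclear-to-cytoplasmic GR-EGFP distribution per well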
PhoP inhibition = inhibitors of PhoP regulon expression, primary screen, Salmonella Typhimurium, GFP reporter (AID 1863). actives 0.16% (n = 300,000). S. Typhimurium PhoP-regulated promoter GFP reporter, 4 h; higher % means a stronger effect. inhibition, % at 50 µM; hits with a dose series show IC50 in µM;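 active means inhibition over 29.93%, a cutoff 3 SD above the screen mean, later confirmed by dose response; inconclusive means inhibition over 29.93% but no dose response follow-up; inactive means inhibition at most 29.93% or unconfirmed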;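 further: 0% = low Mg2+ inducing control and 100% = high Mg2+ repressing control; strong numbers were not always called active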
T cell modulator = modulators of CD8 T cell-vesicle binding, primary screen, mouse 2C CD8+ T cells, flow cytometry | actives 0.068% (n = 330,000) | 2C CD8+ T cell-vesicle binding; hits give low values | calls only at 7 µM;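 active means response, share of CD8 T cells binding vesicles, and their 90th percentile fluorescence all below set limits, cut at about 80% in these data, passing the limit was not always enough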
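Read-out – percent CD8+ FL2 mean versus row control · System – murine 2C transgenic CD8+ T lymphocytes · Times – 1.5 h cell–vesicle binding at 37 °C, then 20 min icy labelling · Control set – naked vesicles low, QL9 vesicles with vehicle high · Detection – cytometric PE anti-B7-1 and Alexa647 anti-CD8 signals after 1% paraformaldehyde fixation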
b-catenin transl = modulators of beta-catenin nuclear translocation, primary screen, imaging, HeLa cells, immunofluorescence, high-content; nuclear translocation activity, % at 5 µM; actives 0.3% (n = 190,000);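 active means nuclear translocation activity above 50% at 5 µM, with a well cell count of 50 or more; inconclusive means wells under 50 cells across six images, flagged as toxic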;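 further: per-cell ratio of nuclear to cytoplasmic median beta-catenin stain intensity; plate controls were DMSO negative control for no effect and GSK-3 inhibitor IX positive control for full effect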
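Assay system: human HeLa cells, native beta-catenin; doses: 5 µM primary, 0.02–20 µM confirmation; incubation: compound treatment 24 h, 37°C, 5% CO2; technique: fluorescence imaging of beta-catenin antibody stain plus DAPI; measure: % activation, nuclear-to-cytoplasmic median beta-catenin signal ratio per cell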
MT stabilizer = microtubule stabilizers in HeLa cells, primary screen, imaging, high-content imaging | HeLa tubulin immunostaining HCS, 24 h; share of cells brighter than vehicle mean+2SD | % tubulin-high responders, % at 10 µM | actives 0.83% (n = 200,000);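 active means plate Z-score above 3 for both tubulin-high and condensed-nucleus cell shares, with cell loss under 80%, at 10 µM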;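 further: anti alpha tubulin signal scored within the nucleus-defined area of each cell; some results filed as inactive read as strong as hits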
CSM14.1 death rescue = rescue of cells from ER stress-induced death, primary screen, 384-well, CSM14.1, thapsigargin, ATP luminescence (AID 1222) | 190,000 tested, under 10 active | CSM14.1 thapsigargin-induced death rescue, ATP luminescence; higher % means a stronger effect | one-dose cellular ATP content (survival), % at 20 µM; EC50 in µM for titrated hits;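 active means EC50 below 50 µM in the dose-response confirmation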;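 further: death triggered by thapsigargin at about 15 µM added after 2 h compound pretreatment; cell ATP read after overnight thapsigargin exposure of roughly 18 to 22 hours; normalized against plate controls of thapsigargin alone and 5% DMSO vehicle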
Insulin prom up = insulin promoter activators in MIN6 cells, imaging, high-content screening, mouse beta cells; actives 0.3% (n = 190,000); MIN6 insulin promoter-GFP reporter; hits give high values; z-score at 5 µM;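 active means z-score above 3 at 5 µM with at least 500 cells counted in the well; inconclusive means wells under 500 cells, flagged as cytotoxic or low count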
Autophagy HCS = autophagy modulators in MEF cells, primary screen, imaging, high-content, MEF GFP-LC3. MEF GFP-LC3 puncta imaging; test concentration mostly 10 µM. calls only at 10 µM (by protocol). actives 0.98% (n = 190,000). AID 463193, 2010;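 active means percentage of spot-positive cells more than 3 SD above its plate mean, without a fluorescence outlier flag or 80% toxicity; inconclusive means no clear call, values can overlap the other calls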;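 further: spot-positive cell cutoff set from DMSO-treated cells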
Dynein transport cytoplasmic EGFP = also measured in Dynein transport; calls as there; z-score; measured here: cytoplasmic GR-EGFP intensity; hits give high values
Dynein transport nuclear GR-EGFP = recorded beside Dynein transport, whose call it bears; z-score; measured here: nuclear GR-EGFP intensity;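 lower value marks the stronger effect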
Dynein transport cell count = also measured in Dynein transport; calls as there; z-score; measured here: cell count per field
Insulin prom up cell count = also measured in Insulin prom up; calls as there; cell count; measured here: cytotoxicity, nuclei count;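 total cells summed across four imaged fields per well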
Hep lipid drop cells 6.5 µM = second read-out of Hep lipid drop, no call of its own (marks repeat the call); cell count; measured here: cell count, cytotoxicity flag;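 cells counted across two imaged fields per well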
b-catenin transl cell count 5 µM = recorded beside b-catenin transl, whose call it bears; cell count; measured here: cell count, cytotoxicity flag
T cell modulator vesicle-bound % = recorded beside T cell modulator, whose call it bears; double positive events, %; measured here: CD8+ vesicle-bound cell fraction;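 binding gate set so that unloaded-vesicle control wells show 10% double positive cells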
MT stabilizer Hoechst-high % = also measured in MT stabilizer; calls as there; % Hoechst-high responders; measured here: nuclear condensation Hoechst responders;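 share of cells brighter than vehicle mean plus two SD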
MT stabilizer cytotoxicity % = recorded beside MT stabilizer, whose call it bears; toxicity, %; measured here: cytotoxicity by cell density;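 0% = mean cell density of plate MIN control wells and 100% = no cells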
Autophagy HCS cell loss 18 h = also measured in Autophagy HCS; calls as there; toxicity, %; measured here: cell loss, nuclei count;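 cell loss after 18 h compound exposure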
An asterisk follows results filed as active; i = inactive; ? = inconclusive; / = no result given. Some of the compounds tested; count on the stated rates, not on these rows.

SMILES | Hep lipid drop | Hep lipid drop cells 6.5 µM | Dynein transport | Dynein transport cytoplasmic EGFP | Dynein transport nuclear GR-EGFP | Dynein transport cell count | PhoP inhibition | T cell modulator | T cell modulator vesicle-bound % | b-catenin transl | b-catenin transl cell count 5 µM | MT stabilizer | MT stabilizer Hoechst-high % | MT stabilizer cytotoxicity % | CSM14.1 death rescue | Insulin prom up | Insulin prom up cell count | Autophagy HCS | Autophagy HCS cell loss 18 h
CCOC(=O)c1c(-n2c(C)cc(C=C3C(=O)NC(=O)NC3=O)c2C)sc2c1CCCC2 | / | / | -0.24 | -0.168 | -0.199 | 0.513 | -0.8% | i | 59.3 | -0.4 | 1409 | 1.9 | 1.7 | 8.1 | 2.4% | 0.13 | 1455 | i | -1.5
CCOc1ccc(-c2cc(C)[n+](CCO)c(-c3ccc(OCC)cc3)c2)cc1 | -38.3 | 652 | 0.00105 | -0.163 | 0.135 | -0.177 | 3.7% | i | 32.2 | -0.8 | 1138 | 6.7 | 1.9 | 6.3 | -1.5% | ? | / | i | 0.4
CN1CCN(c2ccc(Cl)cc2N)CC1 | 10.5 | 730 | 0.89 | -0.274 | 0.461 | 0.506 | 0.5% | i | 39.0 | 0.1 | 1057 | 2.0 | 1.2 | 3.4 | 1.2% | 0.19 | 1685 | i | 4.5
Cc1cccc(C(=O)Nc2ccc(Cl)cc2C(=O)c2ccccc2)c1 | / | / | 1.05 | -0.237 | 0.224 | 0.1 | -2.5% | i | 29.4 | -0.8 | 1439 | 0.9 | 1.2 | 7.1 | 1.2% | 1.37 | 1185 | i | 10.4
COc1ccc(C(C)=O)cc1CC(C(=O)c1ccc(F)cc1)N(C)C (configuration not stated) | -5.9 | 682 | -0.0319 | -0.214 | 0.142 | 0.602 | 3.6% | i | 43.9 | 3.8 | 1069 | 1.9 | 2.8 | 5.8 | 1.8% | -0.51 | 1287 | i | 10.8
Clc1ccccc1CNC1CN2CCC1CC2 (configuration not stated) | 6.9 | 670 | 0.54 | -0.144 | 0.483 | 0.179 | 3.5% | i | 45.6 | -0.2 | 900 | 2.3 | 4.1 | 6.9 | -3.2% | -0.31 | 1110 | i | -8.9
CN1CCN(c2ccc([N+](=O)[O-])c3no[n+]([O-])c23)CC1 | -50.5 | 539 | -4.68* | 3.34* | -1.5* | -1.5* | -46.8% | i | 10.9 | 10.3 | 712 | / | / | / | / | ? | / | / | /
CNC(=S)N/N=C1\C2CN3CCN(C2)CC1(c1ccccc1)C3 | 13.3 | 726 | -0.412 | -0.337 | -0.526 | 0.58 | 1.7% | i | 29.1 | -1.3 | 503 | 2.7 | 4.1 | 8.4 | -0.9% | 0.06 | 1218 | i | -3.8
CC1CN=C(Nc2cccc3ccccc23)S1 (configuration not stated) | / | / | -0.181 | -0.396 | 0.0956 | 0.502 | 13.9% | i | 56.8 | -1.1 | 1388 | 6.5 | 3.3 | 8.7 | -0.6% | -0.27 | 1362 | i | 0.4
O=[N+]([O-])c1ccc(NCCCN2CCOCC2)c2ncccc12 | 0.3 | 750 | -0.00594 | -0.227 | 0.18 | -0.117 | -9.9% | i | 51.2 | 0.1 | 966 | 4.7 | 1.4 | 8.8 | 0.2% | / | / | i | -17.4
C/C(=N\N1CCN(C)CC1)c1c(O)n(Cc2ccccc2)c(=O)[nH]c1=O | 9.6 | 670 | 0.0606 | -0.253 | -0.105 | 0.431 | -2.3% | i | 16.1 | 1.5 | 993 | 3.9 | 2.1 | 4.6 | 1.5% | -0.24 | 1369 | i | 5.1
O=c1[nH]c(=O)n(CCc2ccccc2)c(O)c1C=NCCCn1ccnc1 | 16.7 | 829 | 0.948 | -0.186 | 0.898 | -0.167 | -2.6% | i | 32.8 | -4.6 | 1123 | 2.5 | 3.2 | 7.1 | 2.8% | / | / | i | 5.3
CCc1c(C)nc(N)nc1N1N=C1SCCOc1ccccc1 | / | / | 1.91 | -0.213 | 1.4 | -1.25 | 0.6% | i | 33.6 | -0.6 | 1438 | 3.4 | 1.6 | 8.4 | -1.9% | 0.95 | 1478 | i | 6.3
CCc1c(C)nc(N)nc1N1N=C1SCC(N)=O | -2.0 | 743 | -0.386 | -0.0521 | -0.181 | 1.04 | -10.0% | i | 29.5 | / | / | 4.0 | 2.1 | 9.3 | 0.3% | -0.4 | 952 | i | -0.6
Cc1cc(C)n2nc(SC(C)C(=O)N3CCC4(CC3)OCCO4)nc2n1 (configuration not stated) | / | / | -0.224 | -0.189 | 0.0954 | 0.382 | -3.7% | i | 45.5 | -2.8 | 805 | 5.4 | 3.2 | 8.9 | -0.1% | 1.85 | 1331 | i | 0.6
CCOP(=S)(OCC)c1ccc(N(C)C)cc1 | 10.1 | 685 | -1.51 | -0.191 | -0.657 | 0.608 | 6.3% | i | 8.6 | / | / | 2.1 | 0.4 | 21.3 | / | -0.24 | 1290 | i | -0.2
O=c1[nH]c(=O)n(-c2ccccc2)c(O)c1/C=C1/C(c2ccccc2)=Nc2ccccc21 | ? | / | 0.507 | 0.0436 | 0.0157 | 0.122 | 0.6% | i | 34.8 | 79.5* | 208* | 30.9* | 38.4* | 65.5* | -3.7% | 1.05 | 727 | i | 4.4
Cc1c(C(c2ccc(Cl)cc2Cl)c2c(O)c3ccccc3oc2=O)c(=O)n(-c2ccccc2)n1C (configuration not stated) | -3.6 | 745 | 0.823 | -0.272 | 0.449 | -0.222 | -0.1% | i | 18.2 | -1.8 | 1040 | 2.6 | 1.4 | 3.4 | -1.6% | -0.1 | 1243 | i | -18.6
CCN1CCN(c2ccc(NC(=O)C(C)C)cc2Cl)CC1 | / | / | -0.601 | -0.248 | -0.932 | 0.505 | 13.2% | i | 33.6 | 0.1 | 1349 | 3.9 | 0.9 | 7.1 | 7.6% | -0.13 | 1685 | i | -3.3
O=C(Nc1ccc2ccccc2c1)c1nn(C23CC4CC(CC(C4)C2)C3)cc1Br | / | / | 2.22 | -0.237 | 1.25 | -0.174 | 1.1% | i | 29.6 | 5.7 | 1464 | 3.8 | 1.6 | 8.6 | -1.5% | -0.62 | 518 | i | -27.3
Cn1c(=O)cc(SCC(=O)N2CCC3(CC2)OCCO3)c2ccccc21 | / | / | 1.56 | -0.123 | 0.874 | -0.187 | 6.1% | i | 12.7 | -0.3 | 1454 | 2.0 | 5.4 | 6.6 | -0.5% | -0.81 | 1499 | i | -0.9
O=C1NC(=O)C2(Cc3ccccc3N3CCCC32)C(=O)N1 (configuration not stated) | 16.0 | 808 | 0.713 | -0.0152 | 0.354 | 0.159 | -11.2% | i | 11.0 | / | / | 1.7 | 1.0 | 7.3 | -0.6% | -0.15 | 903 | i | -9.9
O=C1NC(=O)C(CCc2ccncc2)(Cc2ccc([N+](=O)[O-])cc2)C(=O)N1 | 9.7 | 702 | -0.354 | -0.236 | -0.0199 | -0.253 | 5.2% | i | 45.2 | -1.5 | 953 | 2.9 | 1.5 | 0.2 | -5.9% | 0.36 | 1293 | i | 9.4
O=C(Cc1ccccc1)N1CCN(Cc2cccnc2)CC1 | 22.0 | 799 | 0.105 | -0.4 | 0.0861 | 0.682 | 7.2% | i | 23.9 | / | / | 3.5 | 1.6 | 8.2 | -0.1% | 1.49 | 617 | i | -7.2
CCN1CC2C3CCC(C)(O3)C2C1 (configuration not stated) | 29.8 | 834 | -0.178 | 0.0581 | -0.212 | 0.371 | 1.3% | i | 42.9 | 0.0 | 1124 | / | / | / | / | -0.05 | 1354 | / | /
CC(C)CC12CN3CCN(CC(C3)/C1=N/O)C2 | 2.7 | 641 | -0.515 | -0.184 | -0.236 | -0.19 | 0.7% | i | 22.8 | 0.1 | 1024 | 3.8 | 2.4 | 4.7 | -1.3% | 0.69 | 1827 | i | -4.5
CCc1c(C)nc(N)nc1N1N=C1SCC#N | 13.5 | 804 | 0.452 | 0.297 | 0.662 | -0.839 | 14.9% | i | 2.0 | / | / | 0.8 | 1.7 | 5.4 | -0.7% | -0.88 | 876 | i | -2.0
COc1cccc(C(=O)C2CCCN(Cc3ccc4nonc4c3)C2)c1 (configuration not stated) | 7.3 | 734 | -0.884 | -0.318 | -0.564 | 0.537 | 3.7% | i | 69.4 | 0.2 | 1593 | 3.2 | 2.5 | 8.1 | 2.8% | -0.22 | 1608 | i | 1.8
COc1ccc(N2C(=O)NC(=O)C(CCc3ccncc3)(CCc3ccncc3)C2=O)cc1 | 0.3 | 733 | -0.32 | -0.22 | 0.2 | -0.404 | -1.4% | i | 24.0 | -1.7 | 1192 | 4.0 | 1.9 | 6.9 | -0.9% | 0.16 | 1225 | i | -13.7
CC(=NCc1ccco1)c1c(O)n(C)c(=O)n(C)c1=O | / | / | -1.72 | -0.328 | -0.476 | 0.76 | 1.2% | i | 24.7 | -1.6 | 755 | 5.1 | 2.7 | 11.8 | -2.4% | 2.62 | 979 | i | 5.9

Bioassay records from PubChem BioAssay.
